Compound activity deposited in PubChem by several laboratories.
CHRM1 antagonist: blocks human M1 muscarinic receptor. P11229. CHO-K1 hM1, Fluo-8 calcium fluorescence, ACh EC80 antagonist. inhibition, % at 3 µM. 360,000 compounds, 1.3% hits;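 active means percent inhibition above its own plate's cutoff, namely the mean of that plate's compound wells plus 3 SD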;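 further: peak over basal fluorescence ratio during 140 s after agonist addition; 0% = ACh EC80 plus DMSO and 100% = DMSO alone without agonist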
Target sequence (P11229 whole entry, looked up): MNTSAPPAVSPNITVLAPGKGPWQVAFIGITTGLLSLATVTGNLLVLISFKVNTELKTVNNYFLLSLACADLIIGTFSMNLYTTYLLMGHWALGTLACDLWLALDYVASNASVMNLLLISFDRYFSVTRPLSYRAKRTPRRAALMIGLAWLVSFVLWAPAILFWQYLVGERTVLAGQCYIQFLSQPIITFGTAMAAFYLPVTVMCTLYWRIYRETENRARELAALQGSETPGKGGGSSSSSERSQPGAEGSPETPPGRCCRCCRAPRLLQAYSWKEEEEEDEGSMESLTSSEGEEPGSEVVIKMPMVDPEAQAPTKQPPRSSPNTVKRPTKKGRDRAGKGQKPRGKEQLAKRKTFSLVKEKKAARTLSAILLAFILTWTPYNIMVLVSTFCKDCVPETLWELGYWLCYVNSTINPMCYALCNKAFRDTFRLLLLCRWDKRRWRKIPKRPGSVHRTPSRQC
CHRM4 antagonist: CHRM4 antagonism in calcium assay. P08173. CHO-hM4 cells, ACh EC80, Fluo-8 calcium fluorescence. inhibition, % at 3 µM. 360,000 compounds, 0.73% hits;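 active means inhibition above its plate's cutoff, the mean inhibition of sample wells plus 3 SD, cut at about 27% in these data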;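 further: 0% = acetylcholine EC80 with DMSO and 100% = DMSO without agonist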
Target sequence (P08173 whole entry, looked up): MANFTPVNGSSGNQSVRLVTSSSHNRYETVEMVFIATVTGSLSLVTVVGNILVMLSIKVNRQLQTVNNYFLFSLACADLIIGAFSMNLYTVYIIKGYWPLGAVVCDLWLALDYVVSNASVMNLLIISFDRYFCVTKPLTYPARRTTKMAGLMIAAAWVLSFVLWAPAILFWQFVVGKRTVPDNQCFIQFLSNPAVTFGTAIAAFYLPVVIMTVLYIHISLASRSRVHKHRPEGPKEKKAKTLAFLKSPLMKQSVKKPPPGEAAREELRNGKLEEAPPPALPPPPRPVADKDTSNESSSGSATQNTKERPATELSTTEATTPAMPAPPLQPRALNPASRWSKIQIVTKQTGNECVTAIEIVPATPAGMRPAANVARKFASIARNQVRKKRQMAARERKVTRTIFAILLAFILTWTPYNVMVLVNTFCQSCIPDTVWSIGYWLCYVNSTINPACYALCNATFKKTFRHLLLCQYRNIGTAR
CHRM5 agonist: agonists of human muscarinic M5 receptor (CHRM5); P08912; CHO-K1 hM5 cells, Fluo-8 calcium fluorescence; 0% DMSO wells, 100% maximal acetylcholine response; activation, % at 3 µM; 360,000 compounds, 0.19% hits; AID 624037;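 active means activation above the run's mean over test compounds plus 3 SD, cut at about 23% in these data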;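 further: signal is peak over basal fluorescence ratio across the kinetic read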
CHRM5 PAM: potentiates acetylcholine response at human M5 receptor | activation, % at 3 µM | AID 624038 | 360,000 compounds, 0.3% hits | CHO-K1 hM5, Fluo-8 calcium, ACh EC20 PAM; 0% = ACh EC20, 100% = ACh EC100;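 active means activation above the run cutoff, the mean activation of all test compounds plus 3 SD, cut at about 18% in these data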
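Assay system – human M5 receptor in CHO-K1 cells · Read-out – % activation, ACh-normalized · Technique – Fluo-8 calcium fluorescence · Dosing – single-point, 3 µM nominal · Incubation – Fluo-8 loading 80 min at 37 °C plus 30 min room temperature · Repeats – singlicate, one well per test compound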
M1 PAM: potentiates human M1 receptor response to acetylcholine; activation, % at 3 µM; CHO-K1 hM1, Fluo-8 calcium fluorescence, ACh EC20; 0% = ACh EC20, 100% = maximal ACh; 360,000 compounds, 0.088% hits; AID 588819; P11229; in the data active means activation above about 19%, passing the limit was not always enough
CRFR2-BP ag: CRF-BP/CRF-R2 complex agonism; HEK293 CRF-R2/CRF-BP, calcium dye fluorescence (FLIPR); percent of saturating CRF peptide response; activation, % at 13.2 µM; 350,000 compounds, 0.46% hits; AID 588473;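 active means activation of at least 50%, plus an integration ratio under a set limit after plate pattern correction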;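 further: plate controls were neutral control wells without compound for no effect and CRF at EC100 for full effect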
CHRM4 agonist: CHRM4 agonism in calcium assay; P08173; CHO-K1 hM4/Gqi5, Fluo-8 calcium fluorescence; vehicle 0%, full acetylcholine response 100%; activation, % at 3 µM; 360,000 compounds, 0.14% hits;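 active means activation above the run mean over all test wells plus 3 SD, cut at about 32% in these data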;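 further: peak over basal fluorescence ratio per well then scaled between controls; 0% = DMSO wells and 100% = acetylcholine at EC100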
CHRM4 PAM: CHRM4 positive allosteric modulation | 360,000 compounds, 0.4% hits | CHO-K1 hM4/Gqi5, Fluo-8 calcium fluorescence, ACh EC20; 0% = ACh EC20, 100% = maximal ACh | P08173 | activation, % at 3 µM;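 active means activation above its plate's cutoff, the mean activation of sample wells plus 3 SD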; further: some results filed as inactive read as strong as hits
M5 antag: blocks acetylcholine activation of human M5 receptor. inhibition, % at 3 µM. AID 624040. 360,000 compounds, 0.59% hits. CHO-hM5 cells, Fluo-8 calcium fluorescence, ACh EC80. P08912;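 active means inhibition above a per-plate cutoff, the mean of that plate's test compounds plus 3 SD, cut at about 27% in these data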;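 further: 0% = acetylcholine EC80 with DMSO and 100% = DMSO without agonist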
* = called active by the depositor; nt = not tested or not shown.

SMILES	CHRM1 antagonist	CHRM4 antagonist	CHRM5 agonist	CHRM5 PAM	M1 PAM	CRFR2-BP ag	CHRM4 agonist	CHRM4 PAM	M5 antag
COc1ccc(CC(=O)OCC(=O)Nc2ccc3c(c2)OCO3)cc1	-8	-3	-1	3	10	-0.6	1	1	-3
COc1ccc(NC(=O)NC23CC4(C)CC(C)(CC(C)(C4)C2)C3)cc1OC	-4	-4	-2	-2	4	0.5	1	2	3
COc1ccc(OC)c2c(N3CC(C)OC(C)C3)cc(C(F)(F)F)nc12 (centres undefined)	-7	-21	-2	8	5	-0.5	0	11	-11
O=C(OCC(=O)N1CCCCCC1)c1cc(S(=O)(=O)N2CCOCC2)ccc1F	-13	-6	0	2	6	-1.1	2	6	1
NC(=O)c1ccc([N+](=O)[O-])cc1SCc1ccccc1	1	-2	-4	0	1	-1.3	1	9	0
N#Cc1c(-c2ccncc2)c2c([nH]c1=S)CCCC2	-21	0	-1	-3	-9	-1.8	0	1	-3
O=C(N1CCC(O)(c2cccnc2)CC1)C12CC3CC(CC(C3)C1)C2	-12	-4	1	3	7	0.7	1	3	-8
Cc1nc2nc[nH]n2c(=O)c1NS(=O)(=O)c1ccc(F)cc1	-6	-14	-1	-3	0	3.3	2	4	1
O=C(COc1ccccc1)Nc1c2c(nn1-c1ccc(F)cc1)CS(=O)(=O)C2	2	-6	-2	-6	-1	-0.8	0	-2	12
CCCCNC(=O)[C@@H]1CSC2c3ccccc3C(=O)N21 (some centres undefined)	-7	-19	-2	-4	18	-3.0	1	1	10
O=C(CCNC(=O)c1ccc(Br)o1)NCc1ccc(Cl)cc1	18	14	-1	0	-8	-2.3	0	-9	0
C/C(=N/Nc1ccccc1C(=O)O)c1cccs1	-17	4	4	5	14	-2.3	0	5	-2
Cc1cc(-n2nnc3ccccc32)nc2ccccc12	4	3	0	-3	-5	5.7	-1	-11	-1
Cc1cccc(CN2CCN(C3CN(Cc4cn(Cc5ccc(F)cc5)nn4)S(=O)(=O)C3)CC2)c1 (centres undefined)	nt	-3	-2	-3	nt	nt	1	-3	9
CC(=O)c1c(C)n(-c2ccccc2)c2ccc(OCC(N)=O)cc12	-4	1	-1	-6	0	-1.3	2	-5	2
O=c1[nH]c(C2CCN(S(=O)(=O)c3ccc(C(F)(F)F)cc3)CC2)nc2c1nnn2Cc1ccc(F)cc1	-9	0	-3	0	12	26	1	-13	11
CCOC(=O)/C(C#N)=C/c1cccc(C)c1	-28	11	1	-3	7	-1.2	1	-5	7
Cc1ccc(OCCNC(=O)CNC(=O)c2ccc(C)cc2)cc1	2	-7	-4	2	4	-3.9	1	11	-12
C=CCSC1=N/C(=C\c2ccc(C(=O)O)cc2)C(=O)S1	15	15	6	-17	-14	2.5	16	-8	10
CC(=NNC(=O)c1ccncc1)c1ccc(O)cc1O	-10	-17	0	22*	6	-2.8	1	10	1
O=C(CCN1C(=O)/C(=C/c2ccccc2Cl)SC1=S)NC1CCCC1	-3	5	-5	3	3	-3.2	1	-2	6
COC(=O)[C@H](CCSC)NC(=O)Nc1ccc(C)c(C)c1	-1	5	-2	-5	3	-2.5	1	1	8
Oc1cc(OCc2ccccc2)ccc1-c1[nH]ncc1-c1ccccc1	-23	-1	4	3	6	-0.8	0	1	-4
COc1ccc(C(=O)C2CCCN(C(=O)c3n[nH]c4c3CCCC4)C2)cc1OC (centres undefined)	1	8	0	-1	5	-1.0	1	-2	2
Cc1cccc(/C=N/NC(=O)c2ccc(NC(=O)c3ccccc3C)cc2)n1	3	-7	-1	-8	-3	-1.1	12	-2	13

In a second layout: 4 of the compounds above.
canonical_smiles | CHRM1 antagonist | CHRM4 antagonist | CHRM5 agonist | CHRM5 PAM | M1 PAM | CRFR2-BP ag | CHRM4 agonist | CHRM4 PAM | M5 antag
COc1ccc(CC(=O)OCC(=O)Nc2ccc3c(c2)OCO3)cc1 | -8 | -3 | -1 | 3 | 10 | -0.6 | 1 | 1 | -3
CCOC(=O)/C(C#N)=C/c1cccc(C)c1 | -28 | 11 | 1 | -3 | 7 | -1.2 | 1 | -5 | 7
O=C(N1CCC(O)(c2cccnc2)CC1)C12CC3CC(CC(C3)C1)C2 | -12 | -4 | 1 | 3 | 7 | 0.7 | 1 | 3 | -8
Cc1cccc(/C=N/NC(=O)c2ccc(NC(=O)c3ccccc3C)cc2)n1 | 3 | -7 | -1 | -8 | -3 | -1.1 | 12 | -2 | 13

The list goes on:
SMILES	CHRM1 antagonist	CHRM4 antagonist	CHRM5 agonist	CHRM5 PAM	M1 PAM	CRFR2-BP ag	CHRM4 agonist	CHRM4 PAM	M5 antag
Cn1c(=O)n(C)c2cc(S(=O)(=O)NCC(=O)O)ccc21	-7	-3	-3	-4	9	-1.4	3	10	-9
CCCN(CC(=O)Nc1ccccc1OC)C(=O)c1nc2nc(C)ccn2n1	-2	6	-1	-5	3	0.1	1	-1	10
CCn1c(SCC(=O)N2c3ccccc3Sc3ccccc32)nnc1-c1ccco1	12	-7	-2	0	-6	-1.0	3	-4	8
CC(=O)Nc1ccc(C(=O)N2CCCCC2c2cc(C(=O)Nc3ccccc3Cl)no2)cc1 (centres undefined)	-3	-2	-2	2	2	nt	8	-1	18
Cc1ccc(NC(=O)/C(=C\c2cccnc2)NC(=O)c2ccccc2)cc1	-7	-13	-1	-3	7	0.2	1	3	5
Cc1ccccc1Cn1nnc(-c2ccc(F)cc2)n1	-13	-8	-2	-1	6	-1.0	-1	8	12
COc1ccccc1OCc1nc2ccccc2[nH]1	-2	7	4	-5	2	0.3	2	12	0
COC(=O)c1ccc(NC(=S)N2CCN(Cc3ccccc3)CC2)cc1	-1	4	-1	0	3	0.5	3	-3	0
CC(C)OCCCNC(=O)CCC(=O)NNc1nc2ccccc2c2nc(-c3ccccc3)nn12	9	12	1	-2	-5	0.3	2	9	-4
CC(C)OCCCNC(=O)c1ccc2c(c1)ncn2C1CCCC1	-10	-12	2	-4	11	-1.2	1	2	5
O=C(Nc1ccccc1)N1CCCN(c2ccc(C(F)(F)F)cn2)CC1	-12	-5	4	-3	13	-0.9	8	-1	16
O=C(CCn1c(=O)sc2ccccc21)NCCN1CCOCC1	-6	-10	1	-2	1	1.4	0	-2	0
O=C(Nc1ccc(Oc2ccccc2)nc1)C1CCCCN1Cc1ccc(O)cc1 (centres undefined)	12	-1	-5	-4	-4	nt	3	0	9
COc1ccc(CCNC(=O)c2ccccc2NS(=O)(=O)c2cc(C(=O)O)ccc2OC)cc1	10	18	-1	-5	-3	0.3	11	-10	11
CCOC(=O)N1CCN(C(=O)COc2cc(C)c(Cl)c(C)c2)CC1	-7	-10	-2	5	6	0.2	1	8	6
Cn1c(NC(=O)c2ccccc2F)c(-c2cccs2)c(=O)c2ccccc21	0	-7	6	3	8	-1.2	3	-5	5
CCN1CCN(C(=O)C2CCCN(S(=O)(=O)c3cccc4nsnc34)C2)CC1 (centres undefined)	1	-10	-6	-1	4	2.6	0	-9	5
O=C(NCCN1C(=O)C2C3C=CC(C3)C2C1=O)Nc1ccccn1 (centres undefined)	-13	-7	2	5	10	5.9	1	1	-5
COc1ccc(-n2ccnc2SCC(=O)NCc2ccc(F)cc2)c(OC)c1	6	-2	2	0	6	-1.2	1	15	15
N#Cc1c(-c2ccccc2)[nH]c(=S)[nH]c1=O	2	1	3	-1	6	0.1	1	-1	-2
CCN1CCN(C(=O)C(C)N(c2ccc(C)cc2)S(C)(=O)=O)CC1 (centres undefined)	-3	-16	-6	0	3	6.5	1	10	-9
CCOC(=O)C1C(C(=O)OCC)C(C)(C)C1N(C)C (centres undefined)	-17	-5	2	3	10	-1.1	1	8	5
COCCn1c(SCC(=O)Nc2ccc(S(=O)(=O)N(C)C)cc2)nc2ccccc21	6	-1	2	1	-6	-2.5	2	3	2
N/C(=N\OC(=O)c1cc(Cl)ccc1Cl)c1cccnc1	-6	-1	-3	1	3	-0.4	0	3	-9
O=C(Nc1cccc(S(=O)(=O)N2CCCCC2)c1)Nc1ccc(Cl)cc1Cl	3	-1	-1	-1	2	0.1	1	1	7
Additional structures follow:
SMILES	CHRM1 antagonist	CHRM4 antagonist	CHRM5 agonist	CHRM5 PAM	M1 PAM	CRFR2-BP ag	CHRM4 agonist	CHRM4 PAM	M5 antag
COc1ccc(C(O)c2ncc(-c3ccc4ccccc4c3)[nH]2)cc1F (centres undefined)	-9	-3	0	-3	8	nt	4	6	11
CN1CCN(C(CNC(=O)C(=O)Nc2ccc3c(c2)OCO3)c2ccc(F)cc2)CC1 (centres undefined)	8	-5	-8	-3	-5	0.9	1	0	1
O=C(CN1CCc2ccccc2C1)NC1CCCC1	4	-6	-3	-1	-11	-1.2	2	4	5
CCCCOc1ccc(C(=O)NCC(=O)N2CCN(Cc3ccc4c(c3)OCO4)CC2)cc1	30*	-5	1	-1	-16	-0.6	6	-1	4
NC(=O)c1ccc(-c2ccc(Br)cc2)o1	-11	1	0	0	12	0.9	0	3	-4
CC(C)CC(=O)Nc1cc(C(F)(F)F)ccc1N1CCOCC1	-12	3	-5	6	7	-0.1	0	1	-9
O=C(CC1NCCNC1=O)OCc1ccccc1 (centres undefined)	-31	8	2	6	13	2.3	0	0	2
CC(C)(C)c1ccccc1NC(=O)CN1C(=O)NC(Cc2ccccc2)C1=O (centres undefined)	0	-25	0	2	2	-0.4	3	14	1
CC1CCCN(C(=O)c2ccncc2)C1 (centres undefined)	5	-4	-4	-1	1	-0.3	1	6	-7
CC(=O)Oc1ccc(CC(C(=O)O)N2C(=O)c3ccccc3C2=O)cc1 (centres undefined)	-16	-9	-4	3	13	-1.0	5	12	6
Cc1cc(N2CCN(C(=O)/C=C/C(=O)O)CC2)c2ccccc2n1	0	-1	-3	1	6	3.2	1	-2	8
C=CCn1c(C2CC2)n[nH]c1=S	-6	-6	-4	4	11	1.2	1	-2	4
CCOc1ccc(CN(C)C(=O)[C@H](C)NC(=O)c2ccco2)cc1OC	-9	1	0	-3	7	-1.8	1	3	4
CC(CCc1ccc(O)cc1)NC1c2ccccc2-c2ccccc21 (centres undefined)	-4	2	4	5	9	0.7	6	-8	4
COc1cccc(/C=N/Nc2ncnc3scc(-c4ccccc4)c23)c1O	34*	10	-1	-18	-17	0.3	10	-11	23
CCOc1ccc(CC(=NCCc2ccccc2)C2=C(O)CC(C)(C)CC2=O)cc1OCC	-12	0	-2	-4	6	1.2	-2	-4	6
C[C@H](CO)N1C[C@H](C)[C@@H](CN(C)Cc2cncnc2)Oc2cc(Br)ccc2S1(=O)=O	-5	8	0	3	-3	-0.9	3	-4	-3
O=C(Nc1cc(Sc2nc3ccccc3s2)cc([N+](=O)[O-])c1)c1ccccc1F	12	3	-4	-9	-6	0.5	0	-11	-3
CCCn1c(NC(=O)c2ccc(Cl)c(S(=O)(=O)N3CCCC3)c2)nc2ccccc21	35*	9	-9	-49	-13	0.9	6	-12	9
Cc1c(OCC(=O)NCC2CCC(C(=O)O)CC2)ccc2c3c(c(=O)oc12)CCC3 (centres undefined)	-9	-17	-1	1	7	-0.5	1	13	3
Cc1ccn2cc(CNS(=O)(=O)c3ccc(Cl)s3)nc2c1	3	-3	3	-9	-3	-11	16	-5	9
CC1(C)c2[nH]c3ccccc3c2C[C@H]2C(=O)N(Cc3ccc(F)cc3)C(=O)N21	-3	-5	4	-8	5	6.0	10	3	19
COc1cccc(CN2CCN(S(=O)(=O)c3ccccc3)CC2)c1OC	-19	6	-4	-9	19	-0.1	1	0	12
OCCSc1nc2ccccc2n1CCOc1ccccc1	-3	1	3	0	4	-2.1	2	-5	4
